Source: PubChem BioAssay
EBNA-1 inhibitor = blocks EBNA-1 binding to DNA. EBNA-1 DNA binding, fluorescence polarization. inhibition, % at 14.8 µM. 300,000 compounds, 0.34% hits. AID 1950; in the data active = inhibition above about 28%
PAFAH1B3 inh = inhibitors of human PAFAH1B3; recombinant PAFAH1B3, FP-rhodamine probe, fluorescence polarization; inhibition, % at 3.39 µM; 340,000 compounds, 0.28% hits;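 active = inhibition above the screen-wide average of all tested compounds plus 3 SD, cut at about 25% in these data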;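 also: 0% = enzyme with DMSO only and 100% = wells lacking PAFAH1B3 protein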
PAFAH2 inh = PAFAH2 (human) inhibition | Q99487 | inhibition, % at 3.39 µM | 340,000 compounds, 0.99% hits | AID 492956 | recombinant PAFAH2, FP-rhodamine activity probe, fluorescence polarization;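 active = inhibition above the mean over all tested compounds plus 3 SD, cut at about 30% in these data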;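 also: inhibitors block probe labeling of enzyme so polarization drops; 0% = enzyme with DMSO and 100% = wells lacking PAFAH2 protein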
ZTA counter = ZTA (EBV) inhibition in EBNA-1 counter-screen | inhibition, % at 11 µM | P03206 | 320,000 compounds, 0.15% hits | AID 2234 | ZTA-DNA binding, fluorescence polarization; in the data active = inhibition above about 33%
Target sequence (P03206 whole entry, looked up): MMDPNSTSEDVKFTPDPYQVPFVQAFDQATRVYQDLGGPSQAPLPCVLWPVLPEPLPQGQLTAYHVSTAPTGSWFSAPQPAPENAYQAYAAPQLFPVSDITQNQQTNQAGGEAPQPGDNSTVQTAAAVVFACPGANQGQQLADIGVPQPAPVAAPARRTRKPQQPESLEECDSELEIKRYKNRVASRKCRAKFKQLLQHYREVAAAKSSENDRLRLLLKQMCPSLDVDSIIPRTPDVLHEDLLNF
GSTO1 inh = blocks human GSTO1 in RBBP9 counter-screen; inhibition, % at 5.96 µM; P78417; 300,000 compounds, 1.1% hits; recombinant GSTO1, activity-based probe fluorescence polarization; AID 1974;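 active = inhibition above the campaign mean inhibition plus 3 SD, cut at about 35% in these data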;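 also: 0% = GSTO1-1 with DMSO and 100% = wells lacking GSTO1-1 enzyme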
Target sequence (P78417 whole entry, looked up): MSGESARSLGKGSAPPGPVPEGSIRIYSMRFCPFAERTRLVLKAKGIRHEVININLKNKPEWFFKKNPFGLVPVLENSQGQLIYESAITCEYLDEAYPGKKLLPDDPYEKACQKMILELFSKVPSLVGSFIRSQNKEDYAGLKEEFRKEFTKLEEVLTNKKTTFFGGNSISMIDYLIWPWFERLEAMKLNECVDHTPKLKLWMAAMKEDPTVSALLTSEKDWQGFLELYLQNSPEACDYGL
PREPL inhibitor = human PREPL enzyme inhibition; Q4J6C6; recombinant PREPL, fluorescence polarization activity-based probe; inhibition, % at 5.96 µM; 320,000 compounds, 0.68% hits; AID 2751; in the data active = inhibition above about 43%;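 also: 0% = enzyme with DMSO and 100% = wells lacking enzyme; many of its hits are not listed in these tables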
PAD4 inh = PAD4 (human) enzyme inhibition | Q9UM07 | recombinant PAD4, RCA probe fluorescence polarization | inhibition, % at 6.36 µM | 330,000 compounds, 0.41% hits | AID 485272;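 active = percent inhibition above a cutoff equal to the mean of all tested compounds plus 3 SD, cut at about 15% in these data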;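 also: 0% = PAD4 with RCA probe and DMSO and 100% = probe without PAD4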
LYPLA1 inh = counter-screen for PME1 inhibitors: inhibitors of human LYPLA1. O75608. recombinant LYPLA1, FP-Rh probe fluorescence polarization. inhibition, % at 5.9 µM. 320,000 compounds, 0.16% hits;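 active = inhibition above the mean of all tested compounds plus 3 SD, set per campaign, cut at about 14% in these data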;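 also: inhibitors block serine hydrolase probe labeling of LYPLA1 so polarization falls; 0% = enzyme with DMSO and 100% = wells lacking LYPLA1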
Target sequence (O75608 whole entry, looked up): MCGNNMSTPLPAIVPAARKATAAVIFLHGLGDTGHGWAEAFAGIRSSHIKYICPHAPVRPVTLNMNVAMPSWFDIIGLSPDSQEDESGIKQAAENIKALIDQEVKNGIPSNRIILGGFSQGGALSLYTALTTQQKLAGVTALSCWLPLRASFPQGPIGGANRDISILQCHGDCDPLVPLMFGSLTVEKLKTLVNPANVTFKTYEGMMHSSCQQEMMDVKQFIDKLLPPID
LYPLA2 inh = counter-screen for PME1 inhibitors: inhibitors of human LYPLA2; AID 2177; 320,000 compounds, 0.38% hits; O95372; inhibition, % at 5.9 µM; recombinant LYPLA2, FP-Rh probe fluorescence polarization;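 active = inhibition above the screen-wide mean plus 3 SD, limit set per campaign, cut at about 26% in these data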;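 also: 0% = LYPLA2 with DMSO and 100% = wells lacking LYPLA2 enzyme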
Target sequence (O95372 whole entry, looked up): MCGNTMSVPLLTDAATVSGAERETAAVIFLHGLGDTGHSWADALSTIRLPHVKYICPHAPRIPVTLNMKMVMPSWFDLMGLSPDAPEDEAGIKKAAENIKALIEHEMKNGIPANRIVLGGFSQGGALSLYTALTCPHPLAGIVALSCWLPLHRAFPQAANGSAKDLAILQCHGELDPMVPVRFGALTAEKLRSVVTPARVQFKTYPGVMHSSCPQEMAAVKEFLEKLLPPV
An asterisk follows results filed as active; . = no result given. Only part of the results is shown (hit frequency here may not be typical).

SMILES | EBNA-1 inhibitor | PAFAH1B3 inh | PAFAH2 inh | ZTA counter | GSTO1 inh | PREPL inhibitor | PAD4 inh | LYPLA1 inh | LYPLA2 inh
Cc1c(C)[n+](=O)c(-c2ccco2)c(C)n1[O-] | 5 | 18 | -5 | -9 | 4 | -6 | 3 | 1 | 8
Cc1ccc(C(=O)Nc2ccc(S(=O)(=O)N3CCOCC3)cc2)cc1C | -4 | 5 | 4 | -3 | 8 | 9 | -13 | -4 | -7
Cc1[nH]n(-c2ccccc2)c(=O)c1C(c1ccc(C(=O)O)cc1)c1c(C)[nH]n(-c2ccccc2)c1=O | -4 | 10 | 0 | -13 | 60* | 7 | 73* | 1 | 1
COc1ccc(CNC(=O)CCNS(=O)(=O)c2cc(Br)cnc2N)cc1 | -11 | 6 | 0 | -23 | 7 | 2 | 2 | 1 | 1
Nc1cc(N)nc(SCC(=O)NCCC2=CCCCC2)n1 | 3 | 0 | 0 | -9 | -1 | -4 | 0 | 0 | -1
O=c1cccccc1NN=C1CCCCCC1 | -13 | 4 | 7 | -8 | 17 | 20 | 2 | -2 | 0
CCCCOc1[nH]c2nc(-c3ccco3)n(Cc3ccco3)c(=N)c2c1C#N | 7 | -3 | 29 | 13 | -160 | 25 | 9 | -1 | 4
Cc1ccc(CS(=O)(=O)CCC(=O)NCc2ccc(F)cc2)cc1 | 5 | 6 | 3 | -6 | -1 | -4 | 1 | 1 | 6
Cc1ccnc2nc(C(=O)OCC(=O)N(Cc3ccccc3)C(C)C)nn12 | . | 10 | -2 | . | . | 3 | -1 | . | .
O=C(COC(=O)c1cc(-c2cccs2)nc2ccccc12)NCc1ccco1 | -8 | 4 | -13 | -2 | -8 | -15 | 0 | -14 | -10
COc1cc(C2C(C(=O)C(C)(C)C)=C(O)C(=O)N2Cc2ccccc2)ccc1O (stereo not drawn) | -6 | -3 | -1 | -8 | 3 | 2 | -8 | 1 | -2
O=C(CN1C(=O)CSc2ccc(S(=O)(=O)N3CCCCC3)cc21)NCc1ccccc1 | -11 | 10 | 4 | 4 | 2 | 7 | -4 | 5 | 0
O=C(Nc1ccccc1Oc1cccnc1)C1CCCN(Cc2cccc(Cl)c2)C1 (stereo not drawn) | -10 | -3 | -2 | 2 | -1 | 20 | 7 | -2 | 1
CCOC(=O)c1nn(-c2ccc(Cl)cc2)cc1O | -5 | 2 | -1 | 3 | -6 | -9 | -2 | -2 | -8
Cc1cc(NC(=S)Nc2ccccc2)ccc1Br | -8 | 8 | 0 | -25 | -1 | 4 | 2 | 3 | 7
O=C(CCCC(=O)N(CC(=O)NC1CCCCC1)CC1CCCO1)Nc1ccccn1 (stereo not drawn) | -9 | 2 | 8 | -6 | 13 | 12 | -3 | 1 | 1
CCOC(=O)[C@H]1[C@H]2COc3ccc(C)cc3[C@@H]2N2C(=O)CN(Cc3ccccc3)C(=O)[C@@]12C | . | 2 | 2 | 1 | . | 4 | -1 | 2 | 3
O=C(O)CCN1C(=O)/C(=C\c2cccc(Oc3ccccc3)c2)SC1=S | 5 | 9 | 12 | 16 | 2 | 27 | -1 | 9 | 16
Cc1ccc(S(=O)(=O)NNC(=O)C2COc3ccccc3O2)cc1 (stereo not drawn) | 8 | 3 | 12 | 9 | 3 | -7 | -1 | -1 | 2
O=C(O)CNC(=S)N(Cc1ccc(F)cc1)C1CCCCC1 | 2 | 10 | 4 | 15 | 9 | 3 | -4 | -3 | -5
CC(=O)c1cccc(NC(=S)NNC(=O)c2ccco2)c1 | -7 | -4 | 0 | 9 | -8 | 2 | -1 | -4 | -1
CCS(=O)(=O)c1ccc(-c2csc(-c3ccccc3Cl)n2)c(Cl)c1Cl | 11 | -2 | 0 | 10 | 12 | 2 | 2 | 1 | 9
CCCCOc1ccc(-c2cc(C(F)(F)F)c(C#N)c(SCC(=O)O)n2)cc1 | -2 | -8 | 4 | -24 | 0 | 10 | -1 | -1 | -1
CN(C)C(CNC(=O)C1CCN(S(=O)(=O)c2cccc(C(F)(F)F)c2)CC1)c1ccccc1 (stereo not drawn) | -3 | 9 | 2 | 1 | -4 | -5 | 1 | 0 | 3
CN(Cc1cnn(-c2ccccc2)c1)C(=O)C1CCC(=O)N(C2CC2)C1 (stereo not drawn) | -10 | -7 | 3 | -14 | 5 | -1 | -2 | 1 | 3
O=C(Nc1ccccc1Cl)NC1(C(=O)NCC2CCCO2)CCCCC1 (stereo not drawn) | -2 | 8 | -6 | -6 | 2 | -1 | 6 | -2 | -5
Cc1nc2ccc(C(=O)c3ccccc3)cc2[nH]1 | 7 | -9 | -4 | -9 | 1 | -7 | 1 | 0 | -2
CCC(=O)CCC(=O)c1ccc2ccccc2c1 | -5 | 1 | 5 | 2 | 4 | 12 | 5 | 0 | 2
C#CCOCCOCCOCCNc1nc(N2CCN(C(=O)[C@H](CCCCN)n3cc(CN)nn3)CC2)nc(N2CCN(C(=O)[C@H](CO)n3cc([C@@H](N)C(C)C)nn3)CC2)n1 | . | -4 | -7 | . | . | 6 | 3 | . | .
Cc1sc2ncnc(NCc3cccs3)c2c1C | 6 | 4 | 4 | 0 | 0 | -5 | -2 | -2 | 1
CCN1CCN(C(=O)CN(C)S(=O)(=O)c2ccc3ccccc3c2)CC1 | 2 | 8 | -1 | -16 | 5 | 9 | 1 | -2 | -3
O=C(Nc1ccccn1)c1cc(-c2ccc(Cl)s2)nc2ccccc12 | . | 4 | 1 | -1 | . | 5 | 3 | -16 | -21
Cc1cc([N+](=O)[O-])ccc1NC(=S)NC(=O)C(c1ccccc1)c1ccccc1 | -7 | -24 | -23 | -4 | -7 | 14 | -1 | -23 | -33
O=C1c2ccccc2C(O)N1c1ccccc1 (stereo not drawn) | 6 | -2 | 3 | 1 | -1 | -5 | 0 | -3 | 1
COc1cc(/C=N/n2nnnc2N)ccc1O | -1 | 8 | 11 | 1 | 6 | 7 | -3 | -1 | 2
CCN1CCN(CC(=O)Nc2cccc(C)c2)C(=O)C1=O | 4 | 7 | 2 | -7 | 5 | -4 | -4 | 1 | -1
N#Cc1c(-c2cccc(Cl)c2)[nH]c(=S)[nH]c1=O | -1 | 2 | 1 | 2 | -81 | -6 | -2 | -1 | 0
COc1ccc(C(=O)Nc2ccccc2C(=O)N2CCOCC2)cc1OC | -11 | 7 | 2 | -16 | 8 | -10 | 0 | 1 | 11
CCN(CC)CCCNC(=S)N(CCO)Cc1cc2cc3c(cc2[nH]c1=O)OCO3 | 0 | 10 | -1 | 4 | 4 | -2 | 1 | 2 | 0
Cc1sc2nc(CSc3ccccc3)nc(N3CCN(C)CC3)c2c1C | 4 | -3 | 3 | 6 | 0 | -9 | 0 | 2 | -3

6 compounds out of the list above, sorted by the value under PAFAH2 inh, largest number first.
SMILES	EBNA-1 inhibitor	PAFAH1B3 inh	PAFAH2 inh	PREPL inhibitor	PAD4 inh
COc1cc(/C=N/n2nnnc2N)ccc1O	-1	8	11	7	-3
Cc1sc2nc(CSc3ccccc3)nc(N3CCN(C)CC3)c2c1C	4	-3	3	-9	0
CCN1CCN(CC(=O)Nc2cccc(C)c2)C(=O)C1=O	4	7	2	-4	-4
O=C(Nc1ccccn1)c1cc(-c2ccc(Cl)s2)nc2ccccc12	.	4	1	5	3
CCN1CCN(C(=O)CN(C)S(=O)(=O)c2ccc3ccccc3c2)CC1	2	8	-1	9	1
Cc1cc([N+](=O)[O-])ccc1NC(=S)NC(=O)C(c1ccccc1)c1ccccc1	-7	-24	-23	14	-1

Other compounds:
SMILES | EBNA-1 inhibitor | PAFAH1B3 inh | PAFAH2 inh | ZTA counter | GSTO1 inh | PREPL inhibitor | PAD4 inh | LYPLA1 inh | LYPLA2 inh
O=C(NCC1CCCO1)C1CCCN(Cc2cnn(-c3ccccc3)c2-n2cccc2)C1 (stereo not drawn) | -7 | 4 | 0 | 1 | 0 | 0 | -3 | 2 | -4
CCOc1cc(CN2CCCC(N3CCN(c4ccc(F)cc4)CC3)C2)ccc1OC (stereo not drawn) | 1 | 12 | -14 | 10 | -1 | 3 | -4 | 0 | 1
CCCOc1ccc(-c2c(=O)n(OCc3ccc([N+](=O)[O-])cc3)c3ccccc3[n+]2[O-])cc1 | 12 | -2 | -3 | -5 | 1 | 2 | 2 | -1 | 1
Clc1ccccc1Nc1nc(-c2cccnc2)cs1 | -4 | -4 | 2 | -12 | 9 | 14 | -6 | 4 | 3
Fc1cccc(Cl)c1CSC1=NCCS1 | 6 | 5 | 1 | -5 | -8 | 2 | 3 | 2 | 1
O=C(Nc1ccc(S(=O)(=O)Nc2ncccn2)cc1)C1CC(=O)N(c2ccc(Cl)cc2)C1 (stereo not drawn) | -1 | 6 | -5 | -2 | 0 | -6 | -5 | -2 | -6
Cc1cc(C)n2nc(C(=O)Nc3ccc4c(c3)OCCO4)nc2n1 | . | -3 | -4 | -8 | . | 7 | -1 | -2 | 2
CN(C)C(=O)c1ccc(NC(=O)c2cc(-n3cnnc3)ccc2Cl)cc1 | -3 | 12 | -3 | -4 | 5 | -1 | 0 | 4 | 10
O=C(O)c1cnc(-c2ccccc2)nc1-c1ccccc1 | -9 | -3 | -1 | -10 | 7 | 11 | -2 | 4 | -1
COc1ccccc1NC(=O)c1c[nH]c2ccccc12 | -18 | 6 | -5 | 6 | -4 | 1 | -3 | -5 | 1

Reformatted: entries from further up.
SMILES	EBNA-1 inhibitor	PAFAH1B3 inh	PAFAH2 inh	ZTA counter	GSTO1 inh	PREPL inhibitor	PAD4 inh	LYPLA1 inh	LYPLA2 inh
Cc1cc(C)n2nc(C(=O)Nc3ccc4c(c3)OCCO4)nc2n1	.	-3	-4	-8	.	7	-1	-2	2
CN(C)C(=O)c1ccc(NC(=O)c2cc(-n3cnnc3)ccc2Cl)cc1	-3	12	-3	-4	5	-1	0	4	10
O=C(O)c1cnc(-c2ccccc2)nc1-c1ccccc1	-9	-3	-1	-10	7	11	-2	4	-1
COc1ccccc1NC(=O)c1c[nH]c2ccccc12	-18	6	-5	6	-4	1	-3	-5	1

Other structures
SMILES | EBNA-1 inhibitor | PAFAH1B3 inh | PAFAH2 inh | ZTA counter | GSTO1 inh | PREPL inhibitor | PAD4 inh | LYPLA1 inh | LYPLA2 inh
COC(=O)c1oc2ccccc2c1NC(=O)CN1CCCC1 | 9 | -5 | -2 | 5 | 0 | -16 | -2 | -2 | -3
CC1CCC(NC(=O)c2nc(Cn3ccc([N+](=O)[O-])n3)no2)CC1 (stereo not drawn) | -7 | 8 | -11 | -5 | 4 | 0 | -4 | 4 | 1
CC(=O)N1CCc2c(sc(NC(=O)C3CCCN3S(=O)(=O)c3cccs3)c2C(N)=O)C1 (stereo not drawn) | 5 | 7 | 4 | -12 | 0 | 13 | 2 | 3 | 0
O=C(O)c1cc(-c2ccc3c(c2)OCO3)nc2ccccc12 | -7 | 3 | 2 | 9 | 5 | 1 | 1 | -1 | -1
CCCCCCc1nnc(NC(=O)OCC)s1 | 4 | 2 | -2 | 0 | -10 | 1 | 0 | 0 | 0
CCN1CCc2c(sc(NC(=O)c3ccc(S(=O)(=O)N(C)c4ccccc4)cc3)c2C(=O)NC)C1 | 8 | 2 | -5 | -9 | -2 | 12 | -4 | -3 | -2
CCOC(=O)Cn1cc(/C=N/NC(=O)c2ccc(C#N)cc2F)c2ccccc21 | 5 | -1 | 4 | 9 | 7 | 23 | -6 | 1 | 1
C=CCNC(=S)NNC(=O)COc1cccc(Cl)c1 | -3 | 3 | 1 | 3 | 3 | 2 | 0 | 2 | 7
COc1ccc(CNC(=O)CNC(=O)CNS(=O)(=O)c2ccc(C)c(C)c2)cc1 | -3 | -5 | 1 | -6 | -6 | 1 | 1 | 1 | -5
Nc1nc(NC(=O)c2ccc(F)cc2)ns1 | 12 | -12 | 7 | 14 | 13 | -11 | 9 | 3 | 4
